# hcGAS lum – inhibitors of human cGAS; inhibition, % at 12.5 µM; 0.081% of 290,000 active; Q8N884; recombinant h-cGAS, ATP depletion, Kinase-Glo luminescence; AID 1259398;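 also: 0% = vehicle reaction and 100% = reaction without DNA for no activity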
# Target sequence (Q8N884 whole entry, looked up): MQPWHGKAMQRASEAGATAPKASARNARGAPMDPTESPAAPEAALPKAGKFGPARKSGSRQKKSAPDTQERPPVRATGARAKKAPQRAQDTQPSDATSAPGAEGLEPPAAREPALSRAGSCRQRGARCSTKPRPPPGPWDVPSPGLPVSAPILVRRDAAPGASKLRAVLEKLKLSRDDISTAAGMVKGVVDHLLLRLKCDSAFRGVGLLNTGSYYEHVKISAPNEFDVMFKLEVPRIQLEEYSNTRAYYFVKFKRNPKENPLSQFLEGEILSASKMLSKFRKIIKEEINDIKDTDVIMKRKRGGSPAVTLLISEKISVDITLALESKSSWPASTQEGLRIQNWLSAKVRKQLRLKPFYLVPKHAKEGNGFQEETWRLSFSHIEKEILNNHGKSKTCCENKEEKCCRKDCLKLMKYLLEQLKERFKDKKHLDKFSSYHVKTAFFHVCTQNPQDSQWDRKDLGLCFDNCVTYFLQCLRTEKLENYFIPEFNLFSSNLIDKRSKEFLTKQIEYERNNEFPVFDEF
# mcGAS lum – inhibitors of mouse cGAS. Q8C6L5. recombinant cGAS, Kinase-Glo ATP depletion luminescence. inhibition, % at 12.5 µM. 0.15% of 160,000 active;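 also: 0% = negative control wells and 100% = reference inhibitor with no enzyme activity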
# NPYLR7 agonist – activates Aedes aegypti NPYLR7 receptor; HEK293T NPYLR7/Galpha15, GCaMP6s calcium fluorescence; activation, % at 10 µM; 0.15% of 270,000 active; AID 1259423; in the data active = activation above about 40%;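 also: 0% = vehicle and 100% = reference agonist at the receptor; some compounds past the cut are filed as inactive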
# Starred values were filed as active, the others as inactive; nt = no result given; & = joins results of further samples. Rule as the data show it, unless noted: active = inhibition above about 40%; inactive = the rest. Hits appear at their usual frequency. Share with any hit: about 0.27%.
SMILES,hcGAS lum,mcGAS lum,NPYLR7 agonist
COc1ccc(Cl)cc1CN(C)CC(O)COc1cc(C)ccc1C (stereo unspecified),-10.7,nt,-0.6
O=C(NN=Cc1ccc2c(c1)OCCO2)c1ccc([N+](=O)[O-])cc1,-1.8,nt,-13.4
Cc1cc(C(C)Nc2ccc(Cl)cn2)c(C)o1 (stereo unspecified),-3.4,-10.8,-7.0
NC(=O)NCc1ccc(C(=O)OCC(=O)NC(=O)NCc2ccco2)cc1,-1.5,-4.4,-1.1
Cc1ccc(-c2nc(OCC(C)C)nn2-c2ccc(NC(=O)C(C)Cl)cc2)cc1 (stereo unspecified),-1.7,-4.6,7.7
CCOC(=O)C1=C(O)/C(=C\c2cccn2C)SC1=Nc1cccc(C(F)(F)F)c1,-1.8,-2.4,9.2
CCN(CC)c1cc(N2[C@@H]3CC[C@H]2CC(O)C3)nc(N)n1 (stereo partly specified),1.2,-1.5,-7.9
CCCC(C)n1[nH]c(=O)c2c(C)cc(=O)[nH]c21 (stereo unspecified),-8.8,nt,0.4
Cc1ccc(NC(=O)C2(C)CCN2C2Cc3ccccc3C2)cc1 (stereo unspecified),-5.6,nt,11.6
CCC(=O)N=C(c1ccccc1)c1ccccc1,-11.6,nt,9.3
CCCCn1c(C(=O)Nc2ccc(Cl)cc2)cc2c(=O)n(C)c(=O)n(C)c21,-5.8,-6.3,-0.2
O=C(NCCc1ccccc1)C1CC(=O)N(CCc2ccccc2)C(=Nc2ccc(F)cc2)S1 (stereo unspecified),-4.6,-5.0,-16.5
COC(=O)C1=C(C)N(C)C(C)=C(C(=O)OC)C1c1cc(OC)ccc1OC,0.4,-2.6,-4.2
CCCC(=O)N1CCC1(C)C(=O)NS(=O)(=O)c1ccccc1 (stereo unspecified),-3.2,-3.2,-2.1
Cc1[nH]c2ccccc2c1C(=O)C(=O)N1CCN(c2ccc([N+](=O)[O-])cc2)CC1,-2.1,-2.7,1.4

# Taken from above:
# For NPYLR7 agonist, Cc1[nH]c2ccccc2c1C(=O)C(=O)N1CCN(c2ccc([N+](=O)[O-])cc2)CC1 reads 1.4
# For mcGAS lum, Cc1ccc(-c2nc(OCC(C)C)nn2-c2ccc(NC(=O)C(C)Cl)cc2)cc1 (stereo unspecified) reads -4.6
# For mcGAS lum, Cc1cc(C(C)Nc2ccc(Cl)cn2)c(C)o1 (stereo unspecified) reads -10.8
# For mcGAS lum, CCOC(=O)C1=C(O)/C(=C\c2cccn2C)SC1=Nc1cccc(C(F)(F)F)c1 reads -2.4
# For hcGAS lum, O=C(NCCc1ccccc1)C1CC(=O)N(CCc2ccccc2)C(=Nc2ccc(F)cc2)S1 (stereo unspecified) reads -4.6

# (next part)
SMILES,hcGAS lum,mcGAS lum,NPYLR7 agonist
COc1ccccc1CCN1CCCC(CN(C)C(=O)Cn2cnc3ccccc3c2=O)C1 (stereo unspecified),-3.7,nt,12.1
CCCC1COCCN1Cc1ccc2ccccc2n1 (stereo unspecified),-3.9,-12.7,11.7
NC(=O)CSCC(=O)NCCCc1ccc(Cl)c(Cl)c1,-0.8,nt,5.9
CCCC(O)(CCC)c1ccc(CN(CCOC)Cc2ccsc2)o1,0.4,-3.4,-3.3
O=C1SC(Nc2ccc(Br)cc2)C(=O)N1c1ccccc1 (stereo unspecified),-5.7,-3.5,85.5*
Cc1cc(C)c(NC(=O)C23CCC(C)(C(=O)C2)C3(C)C)c([N+](=O)[O-])c1 (stereo unspecified),9.0,3.8,-0.5
O=C(Nc1ncc([N+](=O)[O-])s1)c1ccc(=O)n(Cc2cccc(Cl)c2)c1,-9.0,nt,17.7
c1csc(-c2cc(-c3nn4c(CN5CCCCC5)nnc4s3)c3ccccc3n2)c1,0.9,-0.3,3.2
CCC1c2ccsc2CCN1C(=O)c1ccc2c(c1)OCC(=O)N2 (stereo unspecified),-11.0,-7.4,6.9
COc1ccc(C2c3cc4c(cc3OC(=N)C2C#N)OCO4)cc1OC (stereo unspecified),-11.2,nt,4.9
CCc1ccc(CNc2cc(C(=O)NCCN3CCNC3=O)cc(S(=O)(=O)N(C)C)c2)cc1,-4.7,nt,-1.9
O=C(NCCc1ccccn1)N1CCC(c2nc(-c3ccccc3)n[nH]2)CC1,-6.6,-4.9,-0.5
Cc1cc(CC(C)Nc2nc(-c3cccnc3)nc3c2CNC3)n[nH]1 (stereo unspecified),-4.2,nt,20.5
COCCCN(CC(=O)N(CCc1c[nH]c2ccccc12)Cc1ccccc1)S(=O)(=O)c1ccc(Br)cc1,-16.7,-5.5,-5.1
COCc1cc(N2CCCC2)nc(SCc2cccc(C(=O)NC3CC3)c2)n1,-3.2,-4.2,-4.2

# Single records, from the list above:
# `CCCC1COCCN1Cc1ccc2ccccc2n1` (stereo unspecified) reads hcGAS lum = -3.9; mcGAS lum = -12.7; NPYLR7 agonist = 11.7
# `COc1ccc(C2c3cc4c(cc3OC(=N)C2C#N)OCO4)cc1OC` (stereo unspecified) reads hcGAS lum = -11.2; mcGAS lum = nt; NPYLR7 agonist = 4.9

# Other records.
SMILES,hcGAS lum,mcGAS lum,NPYLR7 agonist
O=S(=O)(Cc1ccccc1)NCC1CCCN(Cc2cccc3nonc23)C1 (stereo unspecified),-2.3,-5.1,8.2
COc1ccc(-c2cn[nH]c2-c2ccc(OCCN3CC4CC(C3)c3cccc(=O)n3C4)cc2O)cc1 (stereo unspecified),-9.2,-7.9,1.7
O=C(NCC1CCCO1)C1CCN(C2CCN(Cc3ccsc3)CC2)CC1 (stereo unspecified),-1.7,nt,10.4
O=C(c1ccc2c(c1)CCO2)N1C[C@H]2C[C@H](C1)[C@@H]1CCCC(=O)N1C2,-0.8,-10.2,-1.4
CC1(C)CCC(=O)c2nnn(-c3nonc3N)c21,-2.1,0.8,8.5
CCC(=O)N(CC(=O)Nc1ccc(N2CCN(C(=O)NC(C)C)CC2)cc1)C(C)C,-5.9,-5.0,nt
CCCCN(CC)c1nc(-c2ccc(Cl)cc2)nc2ccccc12,1.6,-3.3,0.9
Cc1cccc(Oc2cc(NC(=O)Cn3cnc([N+](=O)[O-])n3)cc([N+](=O)[O-])c2)c1,-4.5,-8.7,-14.4
Cn1ccnc1SCC(=O)Nc1nc(-c2ccccc2)cs1,-6.2,-4.5,-6.2
COCCn1c(=O)c2c(nc3n2CC(C)CN3c2ccc(OC)cc2OC)n(C)c1=O (stereo unspecified),-4.3,-6.3,nt
O=C1OCCC1NC(=O)[C@H]1c2ccccc2C(=O)N(CCc2ccccc2)[C@H]1c1ccccc1[N+](=O)[O-] (stereo partly specified),0.1,0.1,-1.9
CC(CN(C)C)CN1c2ccccc2CCc2ccccc21 (stereo unspecified),-3.8&-4.1&-8.4&6.0,-4.6&-4.1,-5.9&-6.7&4.7
O=C(NC1CCOC2(CCOCC2)C1)C1CC1c1cccc(F)c1 (stereo unspecified),-8.0,nt,3.0
Cc1cc(C)c2[nH]c(C(=O)N(C)Cc3cnn(C)c3C)c(C)c2c1,-5.3,-13.0,4.9
OCCn1cc(-c2cnc3nnn(Cc4ccc5ncccc5c4)c3n2)cn1,-2.2,-3.5,-10.0

# The closing two entries of the section before open the next one:
SMILES,hcGAS lum,mcGAS lum,NPYLR7 agonist
Cc1cc(C)c2[nH]c(C(=O)N(C)Cc3cnn(C)c3C)c(C)c2c1,-5.3,-13.0,4.9
OCCn1cc(-c2cnc3nnn(Cc4ccc5ncccc5c4)c3n2)cn1,-2.2,-3.5,-10.0
COc1ccc2c(c1)CCCN2S(=O)(=O)c1ccc2c(c1)CCC2,-7.0,0.4,4.0
Cc1sc2ncnc(NNC(=S)NCCN(C)C)c2c1C,-3.3,nt,2.0
CCC(=O)c1ccc(O)c(CC=C(C)C)c1,-1.0,nt,0.9
O=c1cncc(-c2cc(O)cc(CCC3CCCCN3)c2)[nH]1 (stereo unspecified),-1.9,nt,20.7
COc1ccc(-n2c(C)c(C)n3c4c(=O)n(CC(C)=O)c(=O)n(C)c4nc23)cc1,-12.7,nt,16.9
Cc1nnc(SCCC(=O)N(Cc2ccccc2Cl)C(C)C)s1,-9.0,-11.1,nt
Cc1nc2nc3ccn(C4CCCC4)c(=O)c3c(-c3cccc(Cl)c3)n2n1,-4.6,nt,-14.6
C#CCn1c(=NC(=O)c2cc(C)no2)sc2cc(OC)ccc21,1.2,-0.9,-1.5
CCOC(=O)c1c(-c2cc(OC)c(OC)c(OC)c2)csc1NC(=O)c1ccc(F)c(F)c1,-8.1,-6.8,-0.6
C=CCN1C(=O)/C(=C/c2cn(C)c3ccccc23)SC1=S,-2.6,-5.0,0.3
CNc1nc(-c2cccc(NC(C)=O)c2)cn2ccnc12,-11.8,nt,1.1
O=C(NCC1CCCCC1)c1cccnc1Nc1cc(Cl)cc(Cl)c1,-7.0,-2.3,0.9
Cc1c(C)n2c3c(=O)[nH]c(=O)n(C)c3nc2n1CCCN1CCCCCC1,-2.2,nt,5.2
Cc1noc(C)c1C(C)NC(=O)Nc1ccc2c(c1)CCCN2C (stereo unspecified),-10.4,nt,-20.7
O=c1c2ccccc2cnn1-c1nc2ccccc2[nH]1,-11.2,-5.5,-1.3
CCc1ncc(C(=O)NCC(=O)NCc2ccc(OC)cc2)[nH]1,-8.3,-14.4,-1.7
CCNC(=O)c1ccc(Sc2ccc(F)cc2)c([N+](=O)[O-])c1,-7.4,-7.0,0.7
Cc1nc2c(c(N3CCCC3)n1)CCN(C(=O)CCc1c(C)n[nH]c1C)C2,-5.8,nt,0.1
Cc1ccccc1NC(=O)NCCNc1nc(C2CC2)nc2cc(Cl)ccc12,3.6,-4.6,4.9
CO[C@H]1CN(C(=O)OC(C)(C)C)CC1NC(=O)c1ccc(F)cc1Cl (stereo partly specified),-5.1,nt,20.6
Cc1cc(N2CCc3ccccc32)nc(-n2cc([N+](=O)[O-])cn2)n1,-8.8,-9.8,7.7
CCCCc1cnc2c(c1SCc1ccccn1)c(=O)n(C)c(=O)n2C,-12.1,-9.7,7.1
CCOc1ccc(N2CC(C)Cn3c2nc2c3c(=O)n(CC(C)C)c(=O)n2C)cc1 (stereo unspecified),-4.9,-5.1,-0.4
O=C(NCc1cccs1)c1csc(-c2cc3ccccc3[nH]2)n1,-3.4,nt,7.6
CCOC(=O)c1ccc(Oc2coc3c4c(ccc3c2=O)OCN(C2CCS(=O)(=O)C2)C4)cc1 (stereo unspecified),-3.0,-8.8,1.4
Cc1ccc(C2CC(c3ccc(C)c(C)c3)=Nc3ncnn32)cc1 (stereo unspecified),-7.0,nt,5.5
COCCN(Cc1ccc(OC)cc1)c1c(C)nc2ccc(C(=O)NCc3ccccc3OC)cn12,-7.3,-1.8,-5.6
Cc1sc2nc(C(C)C)nc(N3CCN(S(=O)(=O)c4ccc(Cl)cc4)CC3)c2c1C,-6.7,-5.0,-8.8
O=C(O)CCN(Cc1ccccc1)c1nc(Cc2ccccc2)ns1,-1.6,nt,4.5
C=CCOCC(O)CN(Cc1ccc2c(c1)OCO2)Cc1ccc(C)s1 (stereo unspecified),-3.6,82.6*,18.6

# Given bar-delimited: entries from further up
SMILES | hcGAS lum | mcGAS lum | NPYLR7 agonist
Cc1cc(N2CCc3ccccc32)nc(-n2cc([N+](=O)[O-])cn2)n1 | -8.8 | -9.8 | 7.7
COc1ccc2c(c1)CCCN2S(=O)(=O)c1ccc2c(c1)CCC2 | -7.0 | 0.4 | 4.0
CC1(C)CCC(=O)c2nnn(-c3nonc3N)c21 | -2.1 | 0.8 | 8.5
NC(=O)NCc1ccc(C(=O)OCC(=O)NC(=O)NCc2ccco2)cc1 | -1.5 | -4.4 | -1.1
Cn1ccnc1SCC(=O)Nc1nc(-c2ccccc2)cs1 | -6.2 | -4.5 | -6.2
CCCC1COCCN1Cc1ccc2ccccc2n1 (stereo unspecified) | -3.9 | -12.7 | 11.7
CCCC(C)n1[nH]c(=O)c2c(C)cc(=O)[nH]c21 (stereo unspecified) | -8.8 | nt | 0.4

# Additional results
SMILES,hcGAS lum,mcGAS lum,NPYLR7 agonist
CCN(CC)c1ccc(NC(=O)c2sc3nc(-c4ccc(OC)cc4)cn3c2C)cc1,2.6,-1.2,-6.3
Cc1[nH]ncc1C(=O)N1CCCC(C(=O)c2ccc(-c3ccccc3)cc2)C1 (stereo unspecified),0.9,-6.2,1.4
CCN(Cc1cc(Cl)c2c(c1)OCCCO2)C1CCS(=O)(=O)C1 (stereo unspecified),-9.7,nt,14.9
CCn1c(C)nnc1S(=O)(=O)Cc1cccc(OC)c1,16.2,nt,2.1
O=C(c1cccc(F)c1)N(CCN1CCOCC1)Cc1cc(Cl)ccc1OCc1nc(CO)cs1,-9.0,-7.2,9.5
CSCc1noc(CN2CCCC2c2nc3ccc(F)cc3[nH]2)n1 (stereo unspecified),-3.3,-16.2,-0.2
CC1CCN(S(=O)(=O)c2c[nH]c(=O)[nH]c2=O)CC1,-4.8,nt,8.4
N#CCCCN1CCc2c([nH]c3ccccc23)C1c1cc(Cl)cc2c1OCO2 (stereo unspecified),-6.5,-3.4,-2.8
O=c1[nH]c(O)c(C=NCCCN2CCOCC2)c(=O)[nH]1,-1.9,nt,-7.9

# Assay outcomes (PubChem)
